High-throughput results as filed in PubChem BioAssay.
G6PDH counter = inhibits Leuconostoc G6PDH, flagging false hits in G6PDH-based assays; Purified L. mesenteroides G6PDH, diaphorase/resazurin coupled fluorescence, 45 min; inhibition, % at 5 µM; actives 0.12% (n = 200,000); AID 1020; in the data active means inhibition above about 50%
FLuc stim CS = firefly luciferase counter-screen for stimulation assays | activation factor at 10 µM | ATPlite luciferase biochemical, luminescence, 10 min; 0 = ATP-free wells, 1 = DMSO control | 200,000 tested, under 10 active;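 active means luciferase activation factor, scaled between plate controls, of at least 2 with compound at 10 µM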
Target sequence (P08659 whole entry, looked up): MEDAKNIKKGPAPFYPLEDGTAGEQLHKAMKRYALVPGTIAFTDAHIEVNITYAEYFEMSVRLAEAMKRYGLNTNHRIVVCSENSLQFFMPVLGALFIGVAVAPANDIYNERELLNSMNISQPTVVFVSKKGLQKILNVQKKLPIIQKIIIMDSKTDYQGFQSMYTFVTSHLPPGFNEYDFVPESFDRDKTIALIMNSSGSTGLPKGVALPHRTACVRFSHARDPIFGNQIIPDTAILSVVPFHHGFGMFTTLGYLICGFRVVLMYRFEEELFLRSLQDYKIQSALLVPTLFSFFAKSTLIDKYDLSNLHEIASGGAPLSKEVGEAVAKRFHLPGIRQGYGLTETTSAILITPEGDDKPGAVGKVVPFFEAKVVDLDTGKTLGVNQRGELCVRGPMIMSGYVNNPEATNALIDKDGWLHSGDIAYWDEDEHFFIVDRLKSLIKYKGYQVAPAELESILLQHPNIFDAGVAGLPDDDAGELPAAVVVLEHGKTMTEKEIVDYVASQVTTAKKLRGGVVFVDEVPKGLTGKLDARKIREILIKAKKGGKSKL
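System: luciferase plus luciferin reagent, cell-free; medium: PBS as buffer for the ATP substrate; dosing: test compounds dosed from 2 mM stocks in 100% DMSO; timing: 10 min post-reagent at room temperature; measured by: luminescence measurement of luciferase light output; evaluation: luciferase activation, seen as luminescence increase over controls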
FLuc inh counter = counter-screen for luciferase assay inhibitors: firefly luciferase inhibition | P08659 | ATPLite firefly luciferase biochemical luminescence, 10 min | inhibition, % at 10 µM | actives 1.5% (n = 200,000) | AID 1006;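 active means inhibition above about 50% when tested at 10 µM, limit read from the data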
DTT redox prof = compounds producing H2O2 with reducing agent – biochemical, NIH compound library profiling, artefact control for MLSCN library redox annotation, primary screen; activation, % at 10 µM; DTT-dependent redox cycling H2O2, phenol red/HRP absorbance; 100% = 100 µM peroxide control, 0% = buffer; actives 0.03% (n = 200,000);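 active means activation of at least 50% relative to the plate's high and low controls in the primary single-dose screen; inactive means activation below 50%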;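 further: compound incubated with DTT at 0.8 mM final as the reducing agent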
STAT1 act = increases IFN-gamma driven STAT1 reporter signal | NIH 3T3 STAT1-luciferase reporter, luminescence; 100% = IFN-gamma alone, no compound | activation (% of control), % at 5.5 µM | actives 2.6% (n = 200,000) | AID 932;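 active means activation above the screen-wide mean activation plus 3 SD, cut at about 130% in these data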;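 further: raw ratio to IFN-gamma control signal so 100% means no change and 0% no light; values of inactives mirror those of a sister screen read the other way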
NF-kB expr up = compounds increasing NF-kB expression in human neuronal cells; AID 1239; NF-kB reporter expression; active compounds read high; fold change at 12.5 µM; actives 1.6% (n = 190,000); in the data active means fold change above about 3.3
HMGR II inh = blocks class II HMG-CoA reductase of Enterococcus faecalis. inhibition, % at 10 µM. actives 0.41% (n = 190,000). purified E. faecalis HMGR, NADPH absorbance 340 nm kinetic;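 active means inhibition above a set limit, the median over all tested compounds plus 3 SD, cut at about 9.5% in these data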;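 further: enzyme runs in reverse so mevalonate oxidation gives rising NADPH absorbance; 0% = complete reaction with DMSO and 100% = background rate lacking mevalonate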
APP 5UTR inh = APP translation inhibition; SH-SY5Y APP 5'UTR-luciferase reporter, luminescence; inhibition, % at 2 µM; actives 0.82% (n = 190,000);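 active means inhibition above a set limit, derived from the sample mean plus 3 SD, cut at about 45% in these data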; further: values of inactives mirror those of a sister screen read the other way
Hsp70 activator = transcriptional activators of Hsp70; HeLa Hsp70 promoter luciferase reporter, luminescence; scaled: vehicle 0, proteasome-inhibitor control 100%; activation, % at 10 µM; actives 0.04% (n = 200,000); AID 1203;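 active means activation above the mean across all tested compounds plus 3 SD, cutoff set per campaign, cut at about 5.5% in these data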;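 further: 100% = MG132 at 30 µM as the positive control and 0% = DMSO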
APP 5'UTR act = activates APP 5'UTR luciferase reporter; SH-SY5Y APP 5'UTR luciferase reporter, luminescence; zero percent = DMSO vehicle wells; activation, % at 2 µM; actives 1% (n = 190,000);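 active means activation above a set limit, based on mean plus 3 SD of controls, cut at about 140% in these data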; further: values of inactives mirror those of a sister screen read the other way
Active calls of the source: *; . = no result given. Rows are unselected; 5.3% or so of the library scored in one or more.

SMILES	G6PDH counter	FLuc stim CS	FLuc inh counter	DTT redox prof	STAT1 act	NF-kB expr up	HMGR II inh	APP 5UTR inh	Hsp70 activator	APP 5'UTR act
CCCCN(CC)S(=O)(=O)c1ccc(C(=O)Nc2nnc(-c3cccs3)o2)cc1	5.0	1	-1.6	2.2	102.1	0.69	-1.6	33.8	-0.4	-33.8
Cc1ccc2nc(NC(=O)CN(C)S(=O)(=O)c3cccc4nsnc34)sc2c1	1.2	1	1.3	-0.3	101.8	1.97	-4.6	2.4	-0.5	-2.4
COc1ccc(C)cc1S(=O)(=O)N(CC(=O)O)c1ccccc1	3.0	1.1	-11.3	-0.8	100.5	1.11	-4.0	-3.3	-0.5	3.3
COc1ccc(C(=O)N/N=C/c2ccc(OC)c(CN3CCN(c4ccc(F)cc4)CC3)c2)cc1	-19.1	1	1.6	-0.5	98.0	1.07	-3.7	-7.8	-0.3	7.8
O=C1C=C(NCc2ccco2)CCC1	2.6	1	-4.7	1.6	93.4	0.93	-7.2	9.7	-0.1	-9.7
Cc1ccc(C)c2c1cc(C)c1nnc(SCC(=O)N3CCCc4ccccc43)n12	-10.5	1.1	-7.0	0.5	91.3	0.66	2.4	2.9	-0.2	-2.9
Cc1cc(C(=O)N2CCN(C(c3ccccc3)c3ccccc3)CC2)on1	-2.2	1.1	-5.2	-1.3	.	1.13	-2.8	1.5	.	-1.5
CC(C)(C)OC(=O)N/N=C\c1cccnc1	6.0	0.2	77.6*	-0.1	113.8	1.71	3.8	-15.2	-0.2	15.2
COc1ccc(S(=O)(=O)N2CCC(C(=O)NCc3ccccn3)CC2)cc1C	-0.7	1.1	-6.6	1.3	101.9	1.23	-2.6	8.9	0.0	-8.9
CC(C)N(Cc1ccccc1)C(=O)COC(=O)/C=C/c1cnc2ccccc2n1	2.4	1.1	-9.1	-1.8	95.6	0.81	-0.3	5.7	-0.1	-5.7
CCOC(=O)c1cnc2c(C#N)c(C)nn2c1-c1ccccc1	4.2	1.1	-9.6	-0.7	98.2	0.81	3.0	.	-0.1	.
O=C(NCc1ccco1)Nc1ccc([N+](=O)[O-])cc1	5.5	1	-3.0	-1.7	100.8	1.51	1.0	9.3	0.1	-9.3
O=C(Nc1ccc(Cl)cc1)C1CCCN(S(=O)(=O)c2cnc[nH]2)C1 (centres undefined)	1.6	1	-4.3	-0.9	102.4	1.12	-5.6	2.6	-0.2	-2.6
Cn1c(=O)[nH]c(=O)c2c1nc(CN1CCOCC1)n2Cc1ccccc1	13.2	1	2.2	2.5	99.3	1.02	-6.7	1.5	-0.2	-1.5
COc1ccc(N2CCN(C(=O)C3CCN(S(=O)(=O)c4ccccc4)CC3)CC2)cc1	11.1	1	-2.7	-0.8	96.2	0.86	-5.7	6.7	-0.4	-6.7
CCOC(=O)/C(=C/c1ccc(OC(=O)c2ccccc2)cc1)C(C)=O	5.5	1	-0.2	0.3	114.2	1.14	6.4	3.6	-0.3	-3.6
COCCn1c(N)c(N(Cc2ccccc2)C(=O)c2cc3ccccc3o2)c(=O)[nH]c1=O	1.3	1.1	-5.4	-1.5	98.2	1.28	-1.3	-19.3	0.0	19.3
O=[N+]([O-])c1cccc(CSc2nnc3ccccn23)c1	3.5	1.1	-9.8	-2.2	114.6	1.1	-3.4	0.1	-0.1	-0.1
Cc1nc(SCC(=O)NC(=O)NCc2ccccc2)nc(C)c1C	14.3	1	-1.3	0.0	98.7	1.04	-3.2	-5.8	-0.5	5.8
CCC(=O)NC(NC(=S)Nc1c(C)n(C)n(-c2ccccc2)c1=O)C(Cl)(Cl)Cl (centres undefined)	19.5	1.1	-5.4	0.3	110.3	0.93	-9.5	5.0	-0.2	-5.0

2 compounds from above, showing only STAT1 act.
| SMILES | STAT1 act |
| --- | --- |
| Cn1c(=O)[nH]c(=O)c2c1nc(CN1CCOCC1)n2Cc1ccccc1 | 99.3 |
| COc1ccc(N2CCN(C(=O)C3CCN(S(=O)(=O)c4ccccc4)CC3)CC2)cc1 | 96.2 |

Arranged by the number under DTT redox prof (descending): four from the list above.
| canonical_smiles | DTT redox prof |
| --- | --- |
| Cc1nc(SCC(=O)NC(=O)NCc2ccccc2)nc(C)c1C | 0.0 |
| CCOC(=O)c1cnc2c(C#N)c(C)nn2c1-c1ccccc1 | -0.7 |
| O=C(Nc1ccc(Cl)cc1)C1CCCN(S(=O)(=O)c2cnc[nH]2)C1 (centres undefined) | -0.9 |
| O=[N+]([O-])c1cccc(CSc2nnc3ccccn23)c1 | -2.2 |

Additional compounds:
SMILES	G6PDH counter	FLuc stim CS	FLuc inh counter	DTT redox prof	STAT1 act	NF-kB expr up	HMGR II inh	APP 5UTR inh	Hsp70 activator	APP 5'UTR act
O=C(O)c1ccc(CNCc2ccccc2F)cc1	7.0	1	2.1	-0.2	98.9	1.08	-7.1	-8.3	-0.5	8.3
Cc1cccc(N(CC(=O)NC(C)(C)C)C(=O)CS(=O)CC(=O)Nc2ccc(F)cc2)c1 (centres undefined)	0.7	1	1.3	0.5	94.4	1.38	-4.9	8.4	-0.2	-8.4
O=C(CNCCCO)Nc1cc(C(F)(F)F)cc(NC(=O)CNCCCO)c1Cl	17.7	1.1	-11.8	0.6	94.1	1.03	-5.8	-13.2	0.0	13.2
COc1ccc(/C=C2/SC(=O)N(CC(O)Cn3c4ccccc4c4ccccc43)C2=O)cc1 (centres undefined)	-1.0	1	4.1	0.9	98.9	0.85	-4.6	-15.2	-0.3	15.2
COc1ccnc(Oc2ccc(F)cc2)c1C(=O)N/C=N/OCc1ccccc1	2.7	1	-1.0	-1.0	100.8	1.08	-3.0	-9.1	-0.2	9.1
COC(=O)C1=C(C(=O)c2ccccc2)C(c2ccc(OC)c(OC)c2)Nc2nnnn21 (centres undefined)	9.1	1	-4.9	-0.1	100.0	1.27	-8.8	-13.8	-0.2	13.8
CC(=O)c1cnc(Nc2cccc(C)c2)s1	-0.8	0.9	6.2	-1.1	134.2*	2.38	1.5	-58.4	0.0	58.4
CN1C(=O)c2ccc(N3CCCC3)cc2C1=O	0.8	1	4.4	-0.8	92.8	1.14	-2.5	6.3	0.0	-6.3
Clc1ccc(OCCSc2ncccn2)cc1	2.5	0.9	8.6	0.2	131.4*	3.2	-7.2	-101.6	0.1	101.6
CC(C)c1ccc(S(=O)(=O)N2CCN(C(=O)c3cccc(F)c3)CC2)cc1	-1.2	1.1	-7.0	0.4	99.7	1.16	-4.2	11.1	-0.3	-11.1
Cc1ccc(NC(=O)c2ccco2)c(NC(=O)Cc2cccs2)c1	2.1	1.1	-6.5	0.7	94.6	0.8	4.5	16.8	-0.3	-16.8
C=CCN1C(=O)C2C(C(=O)NC)C3C=CC2(O3)C1C(=O)NCc1ccc(OC)cc1 (centres undefined)	1.2	1.1	-11.5	-2.1	99.0	1.44	-4.4	8.9	-0.2	-8.9
COc1cccc(N2CCN(C(=O)c3nc4nc(C)cc(C)n4n3)CC2)c1	0.0	1.1	-7.4	-1.9	98.9	1.13	-3.8	10.7	0.0	-10.7
N#C/C(=C\c1cccnc1)c1nc2c(s1)CCCC2	4.4	0.7	30.7	-0.3	165.2*	4.16*	1.2	-146.9	0.3	146.9*
CCCn1c(NCc2ccccn2)nc2ccccc21	-2.3	0.9	5.7	0.2	94.3	1.35	-0.1	-3.5	-0.5	3.5
COc1cc(NC(=O)c2cccc(C)c2)c(OC)cc1NC(=O)CN1CCOCC1	-1.3	1	-0.3	-0.7	98.0	0.61	0.0	-13.0	-0.4	13.0
COc1c(F)c(F)c(C(=O)Nc2cccc(Cl)c2N2CCOCC2)c(F)c1F	5.3	1	2.7	-0.3	96.1	0.57	-10.9	-5.1	-0.5	5.1
COCCNC(=O)c1onc(CCl)c1C(=O)OC	4.1	1	1.2	-6.8	91.7	1.03	.	-9.4	-0.1	9.4
O=C(COc1ccccc1)NN1C(=O)CSC1=S	4.3	1	-2.0	-1.9	103.8	1.19	-3.9	-9.3	-0.2	9.2
Clc1cccc(Cl)c1CSc1nnc(CN2CCOCC2)n1-c1ccccc1	0.5	1.1	-6.7	-0.3	99.8	1.11	-3.8	-7.7	-0.5	7.7
COc1ccc(C(CNc2ccc(S(=O)(=O)N3CCCC3)cc2[N+](=O)[O-])N2CCCC2)cc1 (centres undefined)	3.2	1	-2.6	0.2	103.5	0.73	0.8	-6.7	-0.3	6.7
CCSc1ncc(C#N)c(N)n1	-0.3	1.1	-7.3	-0.1	99.1	1.06	-4.0	-2.8	-0.1	2.8
COc1ccccc1NC(=O)C1=C(C)NC(=O)NC1c1ccc(C)s1 (centres undefined)	-3.0	1.1	-5.5	0.0	99.8	.	-6.5	-12.8	-0.1	12.8
CS(=O)(=O)N1CCN(C(=O)c2c(F)cccc2F)CC1	-16.6	1	-3.9	0.5	95.1	1.24	-3.5	0.7	0.1	-0.7
CCCCCNCC(=O)Nc1cc(C(F)(F)F)ccc1OCCOC	3.7	1.1	-5.4	-1.0	98.0	0.84	-0.2	-9.5	-0.3	9.5
CCOC(=O)c1ccc(CNC(=O)Cn2nnc(-c3ccccc3)n2)o1	0.6	1	0.6	-0.7	100.7	1.15	-1.2	-18.3	-0.2	18.3
COc1ccccc1NC(=O)c1cnc(Nc2ccccc2OC)c2ccccc12	-14.0	1.1	-6.9	0.0	104.1	1.3	-3.3	93.8*	0.2	-93.8
COCc1[nH]nc2c1C(c1ccccc1OC)C(C#N)=C(N)O2 (centres undefined)	4.7	1	3.4	.	.	0.98	-0.4	.	.	.
O=C(COC(=O)CCc1ccc(S(=O)(=O)N2CCOCC2)cc1)Nc1ncc(C(F)(F)F)cc1Cl	8.9	1	-2.2	2.3	102.1	1.23	-4.4	-3.2	-0.2	3.2
CCc1cc2c(=O)c(-c3cnn(-c4ccccc4)c3)c(C)oc2cc1OCC(=O)Nc1ccc(F)c(F)c1	-5.5	1.1	-6.6	.	103.4	1.14	-0.8	1.7	-0.1	-1.7
CSCCC(NC(=O)c1ccc(=O)n(C)n1)c1nc2ccccc2[nH]1 (centres undefined)	2.5	1.1	-6.8	-0.5	93.0	1.02	-1.1	-6.7	-0.2	6.7
C(=N\c1ncnc2sccc12)/NOCc1ccccc1	1.4	1.1	-5.8	1.8	88.9	0.67	2.4	-13.8	-0.3	13.8
COc1cc2c(cc1OC)CN(C(=O)Cc1ccc(OC)c(S(=O)(=O)N3CCOCC3)c1)CC2	5.4	1	-3.0	1.5	95.3	0.99	-1.7	-14.6	-0.1	14.6
COCCN1C(=O)c2cc(C(=O)Nc3cccc(F)c3)ccc2C1Nc1cccc(F)c1 (centres undefined)	17.4	1.1	-8.7	1.4	93.3	1.06	1.6	-0.6	-0.1	0.6
O=C(CCS(=O)(=O)c1ccc(Cl)cc1)NCCN1C(=O)S/C(=C\c2ccccc2F)C1=O	-0.8	1	4.4	0.3	107.2	0.76	-3.2	3.1	-0.1	-3.1
CC(Cc1n[nH]c(=S)o1)c1ccccc1 (centres undefined)	1.7	1.1	-10.3	-0.1	108.9	1.24	-0.1	0.5	-0.2	-0.5
COc1c(C)cccc1C(=O)Nc1ccc(CN2CCCCC2)cc1	-3.4	1	-0.8	-1.6	109.4	1.56	-3.4	-35.2	0.3	35.2
O=C(/C=C/Nc1cccc(C(F)(F)F)c1)C(F)(F)F	2.6	1	-4.4	2.7	101.1	1.25	-4.8	.	-0.2	.
